Bim-Mcl-1: inhibitors of Bim peptide binding to Mcl-1, primary screen, biochemical, bead-based flow cytometry, multiplex | inhibition, % at 10 µM | 190,000 tested, 0.1% active | Bim peptide-Mcl-1 binding | Induced myeloid leukemia cell differentiation protein Mcl-1 (Homo sapiens), Q07820 | AID 1009, 2008; in the data active = inhibition above about 40%;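 note: 0% = no compound tracer wells and 100% = peptide blocker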
Target sequence (Q07820 whole entry, looked up): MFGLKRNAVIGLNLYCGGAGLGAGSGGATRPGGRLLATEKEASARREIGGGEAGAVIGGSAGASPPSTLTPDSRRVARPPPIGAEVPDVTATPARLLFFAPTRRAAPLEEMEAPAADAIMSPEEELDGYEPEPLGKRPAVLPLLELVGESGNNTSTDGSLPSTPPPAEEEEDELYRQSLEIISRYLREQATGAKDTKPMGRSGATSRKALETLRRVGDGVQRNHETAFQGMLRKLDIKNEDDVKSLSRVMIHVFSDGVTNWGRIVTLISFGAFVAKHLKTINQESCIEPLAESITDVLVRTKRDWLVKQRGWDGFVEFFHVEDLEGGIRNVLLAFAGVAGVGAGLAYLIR
Cdc42 wt: modulators of GTP binding to wildtype Cdc42, primary screen, biochemical, multiplex bead flow cytometry, Bodipy-GTP; GST-Cdc42 beads; actives lie on both sides; percent activity (GTP binding), % at 10 µM; 190,000 tested, 0.2% active; AID 761, 2007;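 active = percent activity GTP binding at least 20 points away from the 100% baseline, either down as inhibitor or up as activator; inconclusive = compound flagged as likely green fluorescent from well-wide comparison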;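 note: median bead fluorescence of bound Bodipy-FL-GTP at 100 nM; 0% = excess unlabeled GTP control and 100% = no compound control; below 100% means less GTP binding so inhibitor and above means activator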
Target sequence (P60953 whole entry, looked up): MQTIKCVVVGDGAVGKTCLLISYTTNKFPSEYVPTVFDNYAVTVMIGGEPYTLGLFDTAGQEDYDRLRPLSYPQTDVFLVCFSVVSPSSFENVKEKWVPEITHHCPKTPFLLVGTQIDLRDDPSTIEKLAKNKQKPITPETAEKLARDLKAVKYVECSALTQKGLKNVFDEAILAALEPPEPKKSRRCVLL
Mcl1-Bid inh: Mcl-1/Bid binding inhibitors, primary screen, biochemical, TR-FRET, 1536-well; TR-FRET Mcl-1/Bid-Dy647 peptide binding; AID 1021, 2008; Induced myeloid leukemia cell differentiation protein Mcl-1 (Homo sapiens), Q07820; 220,000 tested, 0.97% active; inhibition, % at 21.7 µM;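 active = compounds that cut the binding signal by more than half at the single screening dose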;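 note: His-tagged Mcl-1 with europium anti-His antibody binding Bid BH3 peptide; 0% = Mcl-1 plus peptide wells and 100% = peptide-only wells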
Mcl1-Noxa inh: Mcl-1/Noxa binding inhibitors, primary screen, biochemical, TR-FRET, 1536-well; AID 1022, 2008; inhibition, % at 21.7 µM; TR-FRET Mcl-1/Noxa peptide binding, 2 h; 220,000 tested, 1.5% active;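 active = compounds that cut the protein-peptide binding signal by more than 50% relative to plate controls in a single-dose test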;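 note: His-tagged Mcl-1 with rhodamine Noxa BH3 peptide and terbium anti-His antibody; 0% = Mcl-1 plus Noxa peptide wells and 100% = peptide-only wells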
Rac1 mut GTP: GTP binding modulators of activated mutant Rac1, primary screen, biochemical, bead-based flow cytometry, multiplex, fluorescent GTP. Ras-related C3 botulinum toxin substrate 1 (Homo sapiens), P63000. GST-Rac1 activated beads; actives lie on both sides; 100% means binding = to untreated wells. percent activity (GTP binding), % at 10 µM. 190,000 tested, 0.11% active. AID 764, 2007;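 active = GTP binding at least 20 percentage points away from the 100% baseline, in either direction, so actives lie on both sides; inconclusive = Compound likely fluorescent itself, or too few beads counted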
Rab2 wt GTP: modulators of GTP binding to Rab2A wildtype, primary screen, biochemical, dog, bead-based flow cytometry, multiplex; GST-Rab2 wt beads, Bodipy-GTP binding; GTP binding activity, % at 10 µM; 190,000 tested, 0.19% active;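 active = GTP binding activity at least 20 points away from 100%, either lowered or raised; inconclusive = signal likely due to the compound's own green fluorescence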;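 note: 0% = beads with excess unlabeled GTP and 100% = no-compound control corrected for plate trend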
Rab7 wt modul: modulators of GTP binding to Rab7, primary screen, biochemical, wildtype, multiplex bead flow cytometry. 190,000 tested, 0.055% active. GTP binding activity (percent of control), % at 10 µM. Rab7 GTPase wild type (dog), Bodipy-FL-GTP binding. AID 758, 2007. GST-Rab7 beads, fluorescent GTP binding; actives lie on both sides; untreated = 100%, excess cold GTP = 0%;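 active = fluorescent GTP binding to Rab7 beads changed by at least 20 points from the 100% baseline, either direction, mostly lower; inconclusive = compound itself probably fluorescent, or too few beads counted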;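 note: median green fluorescence of bound Bodipy-FL-GTP per Rab7 bead population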
Pf gametocyte: late stage P. falciparum gametocyte viability inhibitors, primary screen, ATP luminescence, HTS; P. falciparum stage V gametocytes, 24 h; inhibition, % at 10.9 µM; 150,000 tested, 0.065% active; AID 743093, 2013;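 active = inhibition above the mean plus 3 SD of compounds within the control limits, set per campaign, cut at about 38% in these data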;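 note: 0% = DMSO wells and 100% = medium only without gametocytes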
HRas wt GTP bind: modulators of GTP binding to HRas wildtype, primary screen, biochemical, bead-based flow cytometry, multiplex; GTPase HRas (Homo sapiens), P01112; GST-Ras wt beads, Bodipy-FL-GTP binding; actives lie on both sides; GTP binding activity, % at 10 µM; 190,000 tested, 0.14% active; AID 759, 2007;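 active = GTP binding activity at least 20% away from the 100% baseline, either lowered as inhibitor or raised as activator; inconclusive = flagged as likely green fluorescent, judged across all proteins in the well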;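 note: 0% = unlabeled GTP competition control and 100% = no-compound control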
Rac1 wt GTP bind: wildtype Rac1 GTP binding modulators, primary screen, biochemical, GST-Rac1 beads, flow cytometry, multiplex; fluorescent GTP binding; actives lie on both sides; 0 = cold GTP competed, 100 = untreated; AID 757, 2007; 190,000 tested, 0.27% active; Ras-related C3 botulinum toxin substrate 1 (Homo sapiens), P63000; GTP binding activity (% of control), % at 10 µM;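 active = GTP binding activity at least 20 points away from the 100% control level, either lower or higher; inconclusive = compound flagged as likely green fluorescent, judged across all proteins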
RGS8-Gao reg: RGS8-Galphao binding modulators, primary screen, biochemical, multiplexed bead flow cytometry. AID 1423, 2008. response (percent of control binding), % at 10 µM. 220,000 tested, 0.34% active. Guanine nucleotide-binding protein G(o) subunit alpha (Homo sapiens), P09471. actives lie on both sides; in the data active = response below about 60% or above about 140%; inactive = in between;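 note: Galphao activated as the GDP aluminium fluoride complex binding bead-coupled RGS8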
Target sequence (P09471 whole entry, looked up): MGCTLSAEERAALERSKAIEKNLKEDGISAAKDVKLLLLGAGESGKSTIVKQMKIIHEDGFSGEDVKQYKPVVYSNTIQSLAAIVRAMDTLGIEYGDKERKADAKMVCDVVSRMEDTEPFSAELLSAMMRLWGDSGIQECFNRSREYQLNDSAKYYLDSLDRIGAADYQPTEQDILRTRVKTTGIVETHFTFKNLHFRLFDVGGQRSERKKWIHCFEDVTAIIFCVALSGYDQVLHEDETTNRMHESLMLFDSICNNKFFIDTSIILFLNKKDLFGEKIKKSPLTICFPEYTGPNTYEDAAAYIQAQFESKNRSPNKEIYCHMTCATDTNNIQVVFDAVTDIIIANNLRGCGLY
* marks the source's active call; other numbers are inactive results; ? = inconclusive; · = not tested or not shown.

SMILES	Bim-Mcl-1	Cdc42 wt	Mcl1-Bid inh	Mcl1-Noxa inh	Rac1 mut GTP	Rab2 wt GTP	Rab7 wt modul	Pf gametocyte	HRas wt GTP bind	Rac1 wt GTP bind	RGS8-Gao reg
COc1cc(-c2cc(C(=O)Nc3ccc(S(=O)(=O)NCc4ccco4)cc3)c3ccccc3n2)cc(OC)c1OC	-1	102	-18	-36	100	100	100	-26	99	103	101
C=CCSc1nnc(NC(=O)c2cn(CC)c3nc(C)ccc3c2=O)s1	1	92	34	-74	93	95	100	-11	97	95	100
COc1cc(C)c(Cl)cc1S(=O)(=O)N(C)C	4	102	5	0	99	97	98	8	101	102	101
COc1cc(NS(=O)(=O)c2ccc(NC(=S)NC(=O)C3CCCC3)cc2)nc(OC)n1	-2	94	-14	38	93	93	96	·	95	92	99
OCCNCCCCSc1ccc(Cl)cc1	-3	98	17	27	97	100	101	6	98	101	100
CCC(=O)Nc1ccc(C(=O)n2ccc(C)n2)cc1	-1	104	-7	11	101	99	97	11	100	109	96
COCCCn1c(SCC(=O)OC2CCCCC2)nnc1-c1ccco1	-6	100	-15	-18	101	104	97	·	103	99	103
CC1CC(C)(C)NC(=S)N1CCC(=O)NCc1ccc(F)cc1 (stereo not given)	-1	97	-33	9	97	92	96	8	94	100	103
Cn1cccc1/C=N/NC(=O)c1ccco1	2	98	-50	21	97	97	99	-18	98	98	101
COC(=O)c1[nH]c(C)c(/C(O)=C2\C(=O)C(=O)N(CCN(C)C)C2c2cc(OC)ccc2OC)c1C (stereo not given)	-3	101	-63	6	99	97	95	·	101	99	98
O=C(OCn1ncc(Cl)c(Cl)c1=O)c1ccc(C(F)(F)F)cc1	-1	93	-5	1	98	94	93	9	94	100	100
CC(C)NS(=O)(=O)c1ccc(NC(=O)C2CCCCC2)cc1	0	100	-10	12	97	102	105	-42	104	103	100
CC1CN(S(=O)(=O)c2cccc(C(=O)OCC(=O)Nc3ccc4c(c3)OCO4)c2)CC(C)O1 (stereo not given)	1	104	-64	11	103	102	102	·	103	104	102
COc1ccccc1NS(=O)(=O)c1cc(NC(=O)c2ccncc2)ccc1N1CCCC1	-6	95	-19	6	92	96	99	2	97	92	86
CCn1c(Cc2cccs2)nnc1SCC(=O)Nc1ccc(OC)c(OC)c1	0	102	-9	8	98	101	104	-4	104	101	100
CC1(C)CCCN(C(=O)c2coc(=O)c(Br)c2)C1	0	95	-25	79*	96	95	95	·	95	97	96
C=CCNc1cnn(-c2ccccc2)c(=O)c1Cl	-2	100	0	11	95	100	98	11	97	100	102
COc1ccc(C2(CN(C(C)=O)C(C)=O)CCCC2)cc1OC	0	103	-15	19	96	101	102	·	103	106	99
COc1ccc(-c2cn3cccnc3n2)cc1F	0	103	-2	7	98	97	99	·	98	105	103
COc1ccc(CCNC(=O)c2nnn(CC(=O)Nc3ccccc3)c2N)cc1OC	-3	106	1	23	101	105	97	-10	102	102	98
CCCCN1C2=C(C(=O)CCC2)C(c2ccc(Cl)c(Cl)c2)C2=C1c1ccccc1C2=O (stereo not given)	4	99	-28	11	94	97	100	·	101	101	102
C/C(CCc1oc2ccccc2c1-c1ccc(C)o1)=N/O	4	94	-6	11	94	93	97	-27	95	100	98
CN1CCCN(S(=O)(=O)c2cccc(Cl)c2Cl)CC1	-3	99	-19	5	101	100	101	-1	101	100	103
Cc1c(N=Cc2cc(Br)cc(Br)c2O)cccc1C(=O)O	2	97	-17	35	99	97	98	-8	100	104	93
COc1cc(NC(=O)COc2ccccc2Cl)ccc1NC(=O)C(C)C	-1	93	-20	5	94	93	98	-8	94	96	102
COc1cc(/C=C2\SC(=N)N(c3ccc(F)cc3)C2=O)ccc1O	0	93	-18	53*	93	94	103	3	95	93	101
CCCCOCCCNC(=O)C1CCCCC1	-4	98	-17	17	95	97	97	-8	96	95	55*
CCOc1ccccc1/C=N/NC(=O)CNC(=O)c1ccc(S(=O)(=O)N2CCOCC2)cc1	-2	106	-5	-3	102	102	101	9	101	111	99
CCOC(=O)c1ccc(NC=C2C(=O)OC3(CCCCC3)OC2=O)cc1	0	?	-4	-2	?	?	?	0	?	?	99
N#C/C(C(=O)c1ccccc1)=C1/CCCCCN1	-6	100	-16	-2	100	100	98	·	99	106	106
COc1ccc(N(CC(=O)NCCSc2ccccc2)S(C)(=O)=O)cc1	4	97	-16	0	96	97	96	20	98	98	102
COc1ccccc1N1CCN(C(=O)Nc2ccc(F)c(Cl)c2)CC1	-3	93	-36	11	93	96	94	0	95	94	93
CCOc1ccc(/C=C2\SC(=S)N(N3C(=O)C4CC4C3=O)C2=O)cc1 (stereo not given)	-1	88	-43	12	88	94	100	16	91	89	96
C[N+]1(C2CCC3CCCC2C3O)CCCCC1 (stereo not given)	0	?	-51	3	?	?	?	1	?	?	107
CCOC(=O)Cc1nnn(CC(=O)OCC)n1	0	104	-2	-10	100	101	104	·	103	106	102
CC(=O)Oc1ccc(NC(=O)C2CCCCC2)c(C(=O)O)c1	-2	97	-11	5	97	98	95	·	97	98	100
Cc1ccc(-n2nc(-c3ccccc3)cc2Nc2ccccc2N)cc1	-4	101	-90	7	99	100	99	5	99	100	104
CCOC(=O)c1ccc(-n2c(=O)[nH]c3ccccc3c2=O)cc1	0	105	-15	11	101	104	102	·	102	105	102
Cc1cc(C)c(C#N)c(Oc2ccc(F)cc2)n1	-3	104	-9	9	99	102	99	·	103	102	109
O=C(Nc1ccc(F)cc1)N(Cc1cccs1)Cc1cc2cc3c(cc2[nH]c1=O)OCO3	-3	99	-8	3	100	98	100	·	99	98	102
COc1cc(/C=N/NC(=O)c2cccnc2)ccc1OC(=O)c1ccc([N+](=O)[O-])cc1	1	97	34	58*	97	97	95	1	100	99	100
Nc1ccc(Cl)c(S(=O)(=O)Nc2cccc(Cl)c2)c1	-1	96	-7	-15	95	95	91	13	96	99	100
Cc1ccc(-c2cc(-c3ccccc3)no2)c(O)c1	0	100	-38	-19	99	101	103	-11	101	104	95
Cn1c2c(c(=O)n(C)c1=O)C(C(F)(F)F)(C(F)(F)F)N=C(c1ccc(Cl)cc1)N2	2	104	10	4	102	99	98	·	101	107	99
CC(=O)/C=C\c1cn(-c2ncc(C(F)(F)F)cc2Cl)c2ccccc12	-8	101	-3	-1	95	97	96	13	98	97	96
Cc1cc2c(c(=O)n1CC1CCCO1)C(c1ccco1)C(C#N)=C(N)O2 (stereo not given)	6	106	-77	-2	101	106	109	12	105	103	101
CO/N=C(\Cn1ncc(N2CCOCC2)c(Br)c1=O)c1ccc(Cl)cc1	-4	89	-29	-9	97	94	98	-15	93	95	104
CCOc1ccc(C(CC(=O)O)NC(=O)C23CC4CC(CC(C4)C2)C3)cc1 (stereo not given)	2	103	3	15	97	99	103	·	101	104	100
CCOc1cccc2sc(N(CCCN(C)C)C(=O)Cc3ccccc3)nc12	0	95	-19	7	95	94	93	22	96	96	102
O=C(NCc1ccco1)/C(=C/c1ccco1)NC(=O)c1ccco1	0	106	-17	11	95	104	100	29	100	98	99

Following part:
SMILES	Bim-Mcl-1	Cdc42 wt	Mcl1-Bid inh	Mcl1-Noxa inh	Rac1 mut GTP	Rab2 wt GTP	Rab7 wt modul	Pf gametocyte	HRas wt GTP bind	Rac1 wt GTP bind	RGS8-Gao reg
COc1ccc(/C=N/NC(=O)CCn2c3ccccc3c3ccccc32)cc1OC	3	98	-3	19	100	99	99	2	98	99	107
CC(C(=O)N1CCc2ccccc21)N1CCc2ccccc2C1 (stereo not given)	-4	103	-20	7	102	101	94	·	102	105	100
Clc1ccc2nc(CSCc3ccccc3)cn2c1	-2	96	-33	1	93	97	100	5	98	96	98
O=C(CSC1=NC(=O)C(c2ccccc2)C(=O)N1)Nc1ccccc1[N+](=O)[O-] (stereo not given)	1	98	-41	-5	91	95	96	-23	96	96	104
OCCC1CN(Cc2nc3ccccc3[nH]2)CCN1C1CCCC1 (stereo not given)	0	100	-28	-9	97	98	104	-18	98	97	97
N#Cc1cn(CC(=O)NCC2CCCO2)c2ccccc12 (stereo not given)	2	101	5	4	95	100	102	-48	102	101	102
CN(C(=O)C1CCOC1)c1nnc(-c2ccncc2)s1 (stereo not given)	-1	98	-13	5	94	98	96	2	96	94	89
O=C(CSc1nnc(CNC(=O)c2ccco2)o1)Nc1nc2ccccc2s1	-17	97	1	23	96	97	101	-3	98	97	103
Cc1ccc(C(=O)CCNc2ccccc2)o1	-7	98	-27	13	95	96	97	-32	99	94	99
Cc1cc2cc(CNC(=O)c3cc4ccccc4o3)ccc2n1C	-4	96	-87	-47	95	97	97	·	98	101	99
COCCN(C(=O)CSc1nc2ccc(C)cc2[nH]1)c1c(N)n(Cc2ccccc2)c(=O)[nH]c1=O	0	98	-15	9	98	101	107	1	101	102	98
O=C(N/N=C/c1sc(=O)n(-c2ccccc2)c1Cl)c1ccccc1	0	101	-21	29	104	105	99	-7	103	103	99
Cc1ccc(S(=O)(=O)CCC(=O)N2CCN(c3ccc(Cl)cc3)CC2)cc1	2	95	-22	-15	100	101	96	·	100	103	100
COc1cccc(NC(=S)N(CCCN2CCN(C)CC2)Cc2ccco2)c1	1	98	-34	1	95	95	94	4	97	97	103
COc1cc2c(C(=O)N3CCCc4ccccc43)cn(C)c(=O)c2cc1OC	0	107	-32	3	101	107	102	·	105	105	98
Cc1ccc(S(=O)(=O)N2CCN(C(=O)CSc3nnnn3C)CC2)c(C)c1	1	102	-4	13	100	97	98	9	98	102	102
Cc1c(C)c(C)c(/C=[N+](/C)[O-])c(C)c1C	-4	98	-3	-8	101	99	98	2	96	105	94

Source: PubChem
